Screens from PubChem.
GASC1 inh: KDM4C (human) demethylase inhibition. Q9H3R0. GST-KDM4C 2-372, H3K9me3 peptide, LANCE TR-FRET. inhibition, % at 12.5 µM. hit rate 0.15% among 96,000;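 active = mean replicate inhibition above about 25%, with at least 55% of replicates also reaching it, limit read from the data, passing the limit was not always enough; inconclusive = only one of those two conditions met; inactive = neither condition met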
Target sequence (Q9H3R0 2-372 limits assumed): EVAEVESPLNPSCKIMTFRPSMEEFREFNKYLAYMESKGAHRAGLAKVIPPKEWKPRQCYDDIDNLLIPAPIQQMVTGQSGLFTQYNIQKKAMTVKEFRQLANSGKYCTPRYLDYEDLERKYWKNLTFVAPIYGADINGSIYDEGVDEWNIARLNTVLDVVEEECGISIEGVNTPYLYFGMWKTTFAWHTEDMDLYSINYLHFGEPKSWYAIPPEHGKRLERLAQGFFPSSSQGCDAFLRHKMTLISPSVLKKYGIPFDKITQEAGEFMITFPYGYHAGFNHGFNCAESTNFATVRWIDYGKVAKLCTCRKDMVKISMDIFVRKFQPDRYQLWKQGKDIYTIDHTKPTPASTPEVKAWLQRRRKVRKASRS
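System: N-terminal GST-fused human GASC-1 (KDM4C) fragment, residues 2-372 / Amount: 10 nM GST-KDM4C in enzyme reaction / Also added: H3K9me3 peptide with Fe(II)/2OG / Times: 30 min demethylation and 1 h detection at room temperature / Signal: LANCE TR-FRET / Read-out basis: Fall in 671/618 emission ratio as inhibition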
Tcruzi prolif: blocks T. cruzi growth in NIH3T3 culture; T. cruzi beta-gal in NIH3T3, GalScreen luminescence, 90 h; inhibition, % at 8.34 µM; hit rate 5.9% among 77,000;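 active = mean inhibition above about 93%, with at least 55% of replicates each passing it, limit read from the data, passing the limit was not always enough; inconclusive = only one of those two conditions holds; inactive = neither condition holds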
Pf Dd2 growth: inhibitors of Plasmodium falciparum Dd2 growth. activity change, % at 10 µM. P. falciparum Dd2 growth, SYBR Green, 72 h; hits give low values. hit rate 2.3% among 94,000; in the data active = activity change below about -80%; inconclusive = no clear call, values can overlap the other calls
C diff growth: C. difficile growth inhibition | Clostridium difficile clinical isolate growth, OD600, 24 h; hits give low values | growth activity, negative = inhibition, % at 16 µg/mL (by protocol) | AID 1259249 | hit rate 0.25% among 86,000;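 active = mean growth activity at or below -80% and every replicate also at or below -80%; inconclusive = mean at or below -80% but some replicate above -80%; inactive = mean growth activity above -80%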;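 note: 0% = DMSO wells and -100% = levofloxacin 16 µg/mL wells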
The depositor's hits bear a star; ? = inconclusive; nt = no result given; & = joins results of further samples.

SMILES	GASC1 inh	Tcruzi prolif	Pf Dd2 growth	C diff growth
COc1ccccc1NC(=O)N1CC(=O)N2[C@H](CO)[C@@H](c3ccc(C#CC(C)C)cc3)[C@@H]2C1	0.7	nt	-35	47
C[C@@H]1CN([C@H](C)CO)C(=O)c2cc(NS(=O)(=O)c3cccs3)ccc2O[C@H]1CN(C)S(C)(=O)=O	-0.2	-32	6	nt
COCC(=O)Nc1ccc2c(c1)[C@H]1C[C@@H](CC(=O)NCc3ccc(-c4ccccc4)cc3)O[C@@H](CO)[C@H]1O2	-1.1	36	-20	-12
O=C(NCC[C@H]1CC[C@H](NC(=O)c2ccncc2)[C@H](CO)O1)Nc1ccc(Cl)cc1	-0.7	-36	0	9
C[C@@H]1CCCCO[C@H](CN(C)C(=O)Nc2ccc(C(F)(F)F)cc2)[C@@H](C)CN([C@@H](C)CO)C(=O)c2cc(NS(=O)(=O)c3ccccc3)ccc2O1	0.2	86	-84*	1
CO[C@@H]1CN(C)C(=O)c2cc(NC(=O)Nc3cc(F)ccc3F)ccc2OC[C@H](C)N(C(=O)c2ccccn2)C[C@@H]1C	-1.1	43	-23	-7
CC(C)NC(=O)N(C)C[C@H]1Oc2c(NC(=O)Nc3ccccc3)cccc2C(=O)N([C@H](C)CO)C[C@@H]1C	1.9	52	-3	7
C[C@H](CO)N1C[C@H](C)[C@@H](CN(C)Cc2ccncc2)Oc2ccc(NC(=O)Nc3ccc4c(c3)OCO4)cc2C1=O	nt	70	2	1
C[C@@H]1CN([C@H](C)CO)C(=O)c2cc(NS(=O)(=O)c3ccccc3)ccc2O[C@H]1CN(C)C(=O)Nc1ccc(C(F)(F)F)cc1	1.2	23	6	nt
CC(=O)N1[C@@H](CO)[C@@H](c2ccc(C3=CCCC3)cc2)C12CN(C(=O)C1CC1)C2	0.4	nt	27	0
C[C@H](O)C#Cc1ccc2c(c1)O[C@H](CN(C)Cc1ccncc1)[C@H](C)CN([C@H](C)CO)S2(=O)=O	-0.7	61	-28	-1
CCCC(=O)Nc1ccc2c(c1)C(=O)N(C)C[C@@H](OC)[C@H](C)CN(Cc1ccccc1)[C@@H](C)CO2	-0.2	28	-64	-3
CC(C)NC(=O)N(C)C[C@@H]1Oc2ncc(C#Cc3ccc(C(F)(F)F)cc3)cc2C(=O)N([C@H](C)CO)C[C@@H]1C	5.5	nt	-26	3
N#C[C@@H]1[C@H](c2ccccc2C2=CCCC2)[C@H](CO)N1C(=O)NC1CCCC1	0.5	nt	-47	10
CCCNC(=O)N(C)C[C@@H]1Oc2ncc(C#CC3CCCCC3)cc2C(=O)N([C@@H](C)CO)C[C@H]1C	0.9	64	-29	-3
C[C@H](NC(=O)[C@@H]1[C@@H](CO)[C@@H]2Cn3c(ccc(-c4ccccc4)c3=O)[C@@H]2N1C)c1ccccc1	3.1	54	5	-3
C[C@@H]1CCCCO[C@H](CN(C)CC2CC2)[C@@H](C)CN([C@@H](C)CO)C(=O)c2cc(NS(=O)(=O)c3ccccc3)ccc2O1	8.8	72	-55	5
O=C(NCC[C@H]1CC[C@@H](NC(=O)C2CC2)[C@H](CO)O1)c1cnccn1	2.6	nt	-3	-1
C[C@H](CO)N1C[C@H](C)[C@H](CN(C)Cc2ccc3c(c2)OCO3)Oc2ccc(N(C)C)cc2C1=O	1.2	29	0	-2
Cc1ccc(S(=O)(=O)Nc2ccc3c(c2)C(=O)N([C@@H](C)CO)C[C@H](C)[C@H](CN(C)C(=O)Nc2ccc(F)cc2)O3)cc1	4.4	-2	-8	-7

The list goes on; the last 4 above are carried over.
SMILES	GASC1 inh	Tcruzi prolif	Pf Dd2 growth	C diff growth
C[C@@H]1CCCCO[C@H](CN(C)CC2CC2)[C@@H](C)CN([C@@H](C)CO)C(=O)c2cc(NS(=O)(=O)c3ccccc3)ccc2O1	8.8	72	-55	5
O=C(NCC[C@H]1CC[C@@H](NC(=O)C2CC2)[C@H](CO)O1)c1cnccn1	2.6	nt	-3	-1
C[C@H](CO)N1C[C@H](C)[C@H](CN(C)Cc2ccc3c(c2)OCO3)Oc2ccc(N(C)C)cc2C1=O	1.2	29	0	-2
Cc1ccc(S(=O)(=O)Nc2ccc3c(c2)C(=O)N([C@@H](C)CO)C[C@H](C)[C@H](CN(C)C(=O)Nc2ccc(F)cc2)O3)cc1	4.4	-2	-8	-7
C[C@H]1CN([C@@H](C)CO)C(=O)CCCn2cc(nn2)CO[C@@H]1CN(C)S(=O)(=O)c1ccc(C#N)cc1	-0.6	-4	-12	nt
COc1ccc(S(=O)(=O)N(C)C[C@H]2OCCCC[C@H](C)Oc3ccc(NC(=O)Cc4ccccc4)cc3C(=O)N([C@H](C)CO)C[C@H]2C)cc1	-3.4	78	-84*	7
CC(C)NC(=O)NCC[C@H]1CC[C@H](NS(=O)(=O)c2ccc(-c3ccccc3)cc2)[C@H](CO)O1	-1.1	-85	2	-7
C[C@@H]1CN([C@@H](C)CO)C(=O)CCCn2cc(nn2)CO[C@H]1CN(C)Cc1ccccc1	7.4	121*	13	6
C[C@@H]1CN([C@H](C)CO)C(=O)c2cccc(NS(=O)(=O)c3ccc(F)cc3)c2O[C@@H]1CN(C)S(=O)(=O)c1ccc(F)cc1	-0.3	15	-35	-9
C[C@@H](NC(=O)C[C@H]1CC[C@@H]2[C@H](COC[C@@H](O)CN2Cc2ccc(C(F)(F)F)cc2)O1)c1ccccc1	0.6	10	5	4&-1
C[C@H](CO)N1C[C@H](C)[C@H](CN(C)C(=O)Nc2ccc3c(c2)OCO3)Oc2ncc(-c3cccc(C(F)(F)F)c3)cc2C1=O	-0.2	89	-21	6
CO[C@@H]1CN(C)C(=O)c2ccc(NC(=O)c3cnccn3)cc2OC[C@H](C)N(CC2CC2)C[C@H]1C	-0.1	nt	24	3
CN(C)CC(=O)N1CC[C@@H]2[C@H]1c1cc(Br)ccc1N(C)[C@H]2CO	-0.4	65	31	-3
CCCN1C[C@@H](C)[C@@H](OC)CN(C)C(=O)c2ccc(NC(=O)COC)cc2OC[C@@H]1C	0.0	-12	nt	-2
CO[C@H]1CN(C)C(=O)c2ccc(NC(=O)c3nc4ccccc4s3)cc2OC[C@@H](C)N(Cc2cccnc2)C[C@H]1C	3.8	?	-49	-7
O=C1CN(S(=O)(=O)Cc2ccccc2)C[C@H]2[C@H](c3ccc(C#Cc4ccccc4)cc3)[C@H](CO)N12	-3.6	nt	-20	-1
O=C1[C@H](Cc2ccccc2)CCn2cc(nn2)COCC2CCCN12 (some centres not stated)	-1.6	nt	nt	-3
CC(=O)N(C)C[C@@H]1[C@H](c2ccc(-c3cccnc3)cc2)[C@H](CO)N1C(=O)C1CC1	-1.9	nt	33	-2
C[C@@H]1CCCCO[C@H](CN(C)C(=O)Cc2ccccc2)[C@H](C)CN([C@@H](C)CO)C(=O)c2cc(NS(=O)(=O)c3ccc(F)cc3)ccc2O1	-0.5	53	-55	-12
Cc1noc(C)c1NC(=O)N(C)C[C@@H]1Oc2ccc(NC(=O)NC(C)C)cc2CC(=O)N([C@@H](C)CO)C[C@H]1C	6.7	18	6	-10
COc1ccc2c3c(n(C)c2c1)[C@@H](CO)N(C(=O)c1ccc(F)cc1)CC31CN(C(=O)Nc2ccc(F)cc2)C1	-0.6	nt	-89*	3
C[C@@H]1CN([C@H](C)CO)C(=O)c2cccc(N(C)C)c2O[C@@H]1CN(C)Cc1ccccc1	1.1	-9	0	-9
O=C(C[C@H]1C=C[C@H](NC(=O)Nc2cc(F)ccc2F)[C@H](CO)O1)NCCCN1CCOCC1	-0.8	-28	2	nt
CC(C)C#Cc1ccc2c(c1)O[C@H](CN(C)C(=O)c1ccccc1)[C@H](C)CN([C@H](C)CO)S2(=O)=O	-0.3	88	-51	2
C[C@@H]1CN([C@@H](C)CO)C(=O)c2cc(C#CC3CC3)cnc2O[C@H]1CN(C)S(=O)(=O)c1cccc(F)c1	6.3	-52	-38	nt
C[C@@H]1CN([C@@H](C)CO)C(=O)c2cc(Br)cnc2O[C@H]1CN(C)C(=O)C1CCC1	-2.5	-15	29	nt
N#Cc1cccc(-c2ccc(C3[C@H]4CNC[C@@H]3N4Cc3ccc4c(c3)OCO4)cc2)c1 (some centres not stated)	-0.2&-0.9	nt	-48&-34	-5&52
CCN1[C@@H]2Cn3c(ccc(C4=CCCCC4)c3=O)[C@H]1[C@@H](C(=O)NC1Cc3ccccc3C1)[C@@H]2CO	-0.9	nt	16	1
Cc1noc(C)c1S(=O)(=O)Nc1ccc2c(c1)CC(=O)N([C@@H](C)CO)C[C@@H](C)[C@@H](CN(C)S(C)(=O)=O)O2	0.8	6	19	-4
C[C@@H]1CN([C@@H](C)CO)C(=O)c2cccc(NC(=O)NC3CCCCC3)c2O[C@H]1CN(C)S(=O)(=O)c1cccs1	0.9	-111	-44	0
CNC[C@H]1Oc2ccc(NC(=O)Nc3ccc4c(c3)OCO4)cc2C(=O)N([C@H](C)CO)C[C@H]1C	-1.1	-6	0	-1
O=C(NCc1cccc(F)c1)[C@@H]1[C@@H](CO)[C@@H]2Cn3c(cccc3=O)[C@H]1N2	-2.0	19	8	-1
CCC(=O)N(C)C[C@H]1Oc2cc(C#Cc3ccccn3)ccc2S(=O)(=O)N([C@H](C)CO)C[C@@H]1C	-0.1	-6	nt	1
COc1ccc2c3c(n(C)c2c1)[C@@H](CO)N(C(=O)NC(C)C)CC31CCN(CC2CCCC2)CC1	-2.5	nt	21	-1
CCN1[C@@H]2Cn3c(ccc(C4=CCCC4)c3=O)[C@H]1[C@@H](C(=O)NC1CCCC1)[C@@H]2CO	2.1	19	-4	-2
O=C(Nc1ccc2c(c1)[C@H]1C[C@H](CC(=O)N3CCCCC3)O[C@H](CO)[C@H]1O2)c1ccc2c(c1)OCO2	2.6	15	-7	0
C[C@@H]1CCCCO[C@H](CN(C)S(=O)(=O)c2ccccc2)[C@H](C)CN([C@@H](C)CO)C(=O)c2cc(NS(=O)(=O)c3cn(C)cn3)ccc2O1	-0.2	-82	-19	-3
C[C@H]1CN([C@@H](C)CO)C(=O)Cc2cc(NC(=O)NC3CCCCC3)ccc2O[C@@H]1CN(C)Cc1ccc(-c2ccccc2)cc1	0.3	35	-36	79
C[C@H]1CN([C@@H](C)CO)C(=O)c2cc(-c3ccccc3)cnc2O[C@H]1CN(C)C(=O)Nc1ccc2c(c1)OCO2	2.4	76	5	-2
Cc1ccc(S(=O)(=O)N(C)C[C@H]2Oc3ccc(NS(=O)(=O)c4cn(C)cn4)cc3CC(=O)N([C@@H](C)CO)C[C@@H]2C)cc1	-3.6	12	23	nt
CC(C)NC(=O)N1[C@@H](CO)[C@@H](c2ccccc2)C12CN(C(=O)Cc1cccnc1)C2	0.0	nt	1	0
C[C@H](O)C#Cc1ccc2c(c1)O[C@H](CN(C)C(=O)CN(C)C)[C@@H](C)CN([C@@H](C)CO)S2(=O)=O	-1.2	0	-28	0
COCC(=O)N(C)C[C@@H]1Oc2cc(C#Cc3cccnc3)ccc2S(=O)(=O)N([C@H](C)CO)C[C@@H]1C	1.3	nt	7	3
O=C(C[C@H]1C=C[C@H](NC(=O)Nc2ccccc2F)[C@@H](CO)O1)NCc1ccc(Cl)cc1	0.2	28	6	1
O=C(N[C@@H]1CC[C@@H](CCNS(=O)(=O)c2ccccc2Cl)O[C@H]1CO)c1ccc(F)cc1	2.5	-19	-10	nt
O=C(C[C@@H]1C=C[C@@H](NC(=O)c2cccc(F)c2)[C@H](CO)O1)NCc1ccc(Oc2ccccc2)cc1	1.9	4	-14	2
CN(C)CC(=O)N1[C@@H](C#N)[C@@H](c2ccccc2-c2ccc(C(=O)N(C)C)cc2)[C@@H]1CO	1.1	nt	30	-5
O=C(CCN1CCCCC1)NCC[C@H]1CC[C@@H](NS(=O)(=O)c2cccc(Cl)c2)[C@H](CO)O1	6.1	-4	16	nt
CCCNC(=O)C[C@H]1CC[C@H]2[C@@H](COc3ccc(NC(=O)c4ccc(Cl)cc4)cc3C(=O)N2C)O1	-1.3	13	-15	-2
CN(C)C(=O)C[C@H]1CC[C@@H]2[C@H](COC[C@H](O)CN2CC2CCCC2)O1	-0.1	-7	-15	2
CC=Cc1ccc2n(c1=O)C[C@@H]1[C@@H](CO)[C@H](C(=O)NCC3CC3)[C@H]2N1C(=O)c1ccccc1 (mixture of isomers)	-0.7	35	7	-1
CCNC(=O)[C@H]1[C@H](CO)[C@H]2Cn3c(ccc(C4=CCCC4)c3=O)[C@H]2N1C(=O)CC1CC1	2.6	94	14	5

Entries of single compounds, quoted from the list.
CCCNC(=O)N(C)C[C@@H]1Oc2ncc(C#CC3CCCCC3)cc2C(=O)N([C@@H](C)CO)C[C@H]1C is listed as GASC1 inh: 0.9; Tcruzi prolif: 64; Pf Dd2 growth: -29; C diff growth: -3
O=C(CCN1CCCCC1)NCC[C@H]1CC[C@@H](NS(=O)(=O)c2cccc(Cl)c2)[C@H](CO)O1 is listed as GASC1 inh: 6.1; Tcruzi prolif: -4; Pf Dd2 growth: 16; C diff growth: nt
